PLK1 PBD inh: inhibitors of human Plk1 polo box domain binding. AID 693. Plk1 PBD phosphopeptide binding, fluorescence polarization. P53350. actives 0.13% (n = 97,000). inhibition, %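 (tested at about 20 µM)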; in the data active = inhibition above about 34%, passing the limit was not always enough
Target sequence (P53350 whole entry, looked up, the tested form may be a part): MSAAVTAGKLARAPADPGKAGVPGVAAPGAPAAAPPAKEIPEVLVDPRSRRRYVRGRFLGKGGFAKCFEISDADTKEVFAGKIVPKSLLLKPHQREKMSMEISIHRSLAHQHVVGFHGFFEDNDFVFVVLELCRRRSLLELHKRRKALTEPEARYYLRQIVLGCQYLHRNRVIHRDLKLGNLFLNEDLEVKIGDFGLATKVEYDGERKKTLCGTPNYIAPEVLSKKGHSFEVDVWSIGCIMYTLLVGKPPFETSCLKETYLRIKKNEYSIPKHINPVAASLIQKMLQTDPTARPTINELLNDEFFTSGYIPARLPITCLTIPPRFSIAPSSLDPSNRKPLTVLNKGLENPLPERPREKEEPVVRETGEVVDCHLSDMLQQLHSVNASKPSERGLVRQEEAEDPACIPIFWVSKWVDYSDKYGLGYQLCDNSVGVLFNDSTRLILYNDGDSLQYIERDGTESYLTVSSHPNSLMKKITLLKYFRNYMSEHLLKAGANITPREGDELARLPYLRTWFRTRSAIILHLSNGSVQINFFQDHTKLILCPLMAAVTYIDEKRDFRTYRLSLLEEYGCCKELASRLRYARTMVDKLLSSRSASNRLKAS
MT1-MMP txn act: activates MT1-MMP transcription. HT1080 MT1-MMP promoter luciferase reporter, luminescence, overnight; stronger effect = higher value. activation factor at 10 µM. actives 0.16% (n = 86,000). AID 750;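 active = activation factor of at least 2 for MT1-MMP transcription at 10 µM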
FAK inh: blocks human focal adhesion kinase activity. biochemical FAK kinase activity assay. Q05397. inhibition, %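 (tested at 7 µM)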. actives 0.84% (n = 97,000); in the data active = inhibition above about 19%;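 also: 0% = DMSO and 100% = reference compound high control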
S1P2 antag: blocks the human S1P2 receptor. O95136. cell-based S1P2 antagonist assay, inhibition at 5 uM. inhibition, % at 5 µM. actives 0.21% (n = 97,000). AID 736; in the data active = inhibition above about 45%;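 also: CRE beta-lactamase reporter cells expressing human S1P2 stimulated with S1P; 0% = agonist at EC80 alone and 100% = agonist plus reference antagonist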
Target sequence (O95136 whole entry, looked up): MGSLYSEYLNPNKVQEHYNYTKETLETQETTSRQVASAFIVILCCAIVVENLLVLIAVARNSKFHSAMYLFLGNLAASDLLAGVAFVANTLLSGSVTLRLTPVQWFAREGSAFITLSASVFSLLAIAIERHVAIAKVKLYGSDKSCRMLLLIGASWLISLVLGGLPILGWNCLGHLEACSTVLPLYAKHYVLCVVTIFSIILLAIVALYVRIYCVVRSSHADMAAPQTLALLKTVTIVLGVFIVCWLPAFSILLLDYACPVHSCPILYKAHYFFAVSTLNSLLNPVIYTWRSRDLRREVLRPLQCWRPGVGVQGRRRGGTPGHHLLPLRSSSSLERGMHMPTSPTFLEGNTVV
PLK1 inh: inhibitors of human PLK1 kinase; P53350; recombinant PLK1 kinase, TR-FRET peptide phosphorylation; inhibition, % at 10 µM; actives 0.53% (n = 97,000);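 active = inhibition of 50% or more in the single-concentration screen; inactive = inhibition below 50%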;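 also: 0% = DMSO max control and 100% = H-89 dihydrochloride min control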
HIV Rev-RRE inh: inhibitors of HIV-1 Rev-RRE RNA interaction; P05866; Rev peptide-RRE RNA binding, FRET; inhibition, % at 8 µM; actives 0.79% (n = 97,000);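 active = inhibition above the screen-wide mean plus 3 SD, cut at about 35% in these data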;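 also: 0% = median DMSO wells and 100% = median Neomycin B control wells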
Target sequence (P05866 whole entry, looked up): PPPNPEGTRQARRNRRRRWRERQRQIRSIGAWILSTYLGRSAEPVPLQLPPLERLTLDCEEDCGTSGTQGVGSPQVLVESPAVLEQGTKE
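Assay system: labelled RRE RNA duplex and labelled Rev peptide / Medium: HEPES pH 7.5 salt buffer with EDTA / Reagent: labelled Rev peptide / Schedule: 5 + 15 min at 25 °C / Signal: FRET, excitation 480 nm, emission 540 nm donor and 671 nm acceptor / Benchmarks: DMSO and neomycin B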
PLAP activator: activates human placental alkaline phosphatase | actives 1.2% (n = 96,000) | activation fold at 20 µM | purified PLAP enzyme, luminescent substrate read-out; stronger effect = higher value | P05187 | AID 696; in the data active = activation fold above about 2
S1P2 ag: agonists of human S1P2 receptor | activation, % at 4.5 µM | S1P2-expressing cell line, agonist reporter read-out | actives 0.46% (n = 97,000); in the data active = activation above about 16%;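 also: 0% = vehicle low control and 100% = maximal reference agonist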
EphB4 ephrin blk: antagonists of human EphB4-ephrin-B2 interaction | inhibition, % at 7 µM | P54760 | AID 720 | EphB4 LBD / TNYL-RAW-Alexa532 peptide, fluorescence polarization | actives 0.15% (n = 97,000);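 active = inhibition above the screen-wide mean inhibition plus 3 SD, cut at about 15% in these data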;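 also: 0% = DMSO wells and 100% = excess unlabeled TNYL-RAW peptide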
* = called active by the depositor; nt = not tested or not shown. An unsorted share of the library; about 3.9% have a hit in one of these screens.

Short keys: A = PLK1 PBD inh; B = MT1-MMP txn act; C = FAK inh; D = S1P2 antag; E = PLK1 inh; F = HIV Rev-RRE inh; G = PLAP activator; H = S1P2 ag; I = EphB4 ephrin blk
SMILES: O=C(N=NC(=O)c1ccc2c(O)n(C3CCCCC3)c(O)c2c1)c1cccnc1
  A: -2	B: nt	C: 4	D: 5	E: -6	F: 5	G: 1.6	H: -7	I: 5
SMILES: CCOc1ccc(NC(=O)C(C)Oc2ccccc2C(=O)Nc2ccc(C)c(Cl)c2)cc1 (stereo unspecified)
  A: -3	B: nt	C: 2	D: 0	E: -8	F: 15	G: 0.9	H: -2	I: 17*
SMILES: CCOC(=O)Nc1ccc(NC(=O)OCC)cc1
  A: -18	B: 1.2	C: 1	D: -17	E: -6	F: 3	G: 1.1	H: 2	I: -6
SMILES: COc1ccc(NC(=O)CNS(=O)(=O)c2ccccc2)cc1Cl
  A: -2	B: 1.5	C: -2	D: 0	E: -14	F: 6	G: 1	H: -7	I: 3
SMILES: COc1ccc(N2CSC3=C(C#N)C(c4ccc(OC)c(OC)c4)CC(=O)N3C2)c(OC)c1 (stereo unspecified)
  A: 5	B: 1.1	C: -5	D: 4	E: 0	F: 29	G: 1.4	H: -7	I: 6
SMILES: O=C(Nc1ccc(N2CCCCC2)cc1)c1cccnc1
  A: 1	B: 1.4	C: 0	D: -1	E: -11	F: 0	G: 0.9	H: -8	I: -3
SMILES: CCOC(=O)c1ccc(S(=O)(=O)N2CCN(C)CC2)cc1
  A: -16	B: 1.1	C: 1	D: 14	E: -9	F: 9	G: 1.2	H: -3	I: 11
SMILES: Cc1cc(C)c2nc(N3CCCC(C(=O)N4CCC(C(N)=O)CC4)C3)sc2c1 (stereo unspecified)
  A: -25	B: 1.5	C: 4	D: 25	E: -6	F: 3	G: 1.6	H: -3	I: 1
SMILES: CCC(CC)C(=O)OCC(=O)NC12CC3CC(CC(C3)C1)C2
  A: -6	B: 1	C: 0	D: 5	E: 2	F: 6	G: 1.2	H: 0	I: -4
SMILES: CCn1c(SCC(=O)N2CCN(c3ccccc3)CC2)nnc1-c1ccncc1
  A: -1	B: 1.2	C: 1	D: -6	E: -8	F: 5	G: nt	H: -2	I: 1
SMILES: Cc1cc2nc(C)n(CCCNC(=O)Nc3ccc(C#N)cc3)c2cc1C
  A: -14	B: 1	C: -4	D: -10	E: 13	F: 15	G: 1.1	H: 1	I: -8
SMILES: CC1=Nc2ccc(C)cc2N(Cc2ccccc2)C(=O)C1
  A: 31	B: 1	C: 3	D: 8	E: -7	F: 4	G: 1.1	H: -4	I: 3
SMILES: CC(CSc1nc2ccccc2s1)Cn1c(N2CCCC2)nc2c1c(=O)[nH]c(=O)n2C (stereo unspecified)
  A: -31	B: 1.1	C: 1	D: -22	E: -3	F: -1	G: 1.4	H: 30*	I: -6
SMILES: CCCc1nnc(NC(=O)CC(=O)Nc2ccccc2C(=O)O)s1
  A: 3	B: 1	C: -1	D: -9	E: -7	F: 10	G: 1.2	H: -5	I: 2
SMILES: CCOC(=O)Cc1c(C)c2c(C)[nH]nc2oc1=O
  A: -3	B: 1	C: 2	D: 8	E: -2	F: 7	G: 1.1	H: -5	I: 3
SMILES: Cn1ncc(Cl)c(Oc2ccccc2)c1=O
  A: -16	B: nt	C: 2	D: -10	E: 0	F: 6	G: 1.2	H: -3	I: 7
SMILES: Cc1cc(=O)n(C)c(=O)n1CCCCCCN1CCCC1
  A: 1	B: 1.1	C: -1	D: -31	E: -9	F: 6	G: nt	H: -6	I: 2
SMILES: COC(=O)c1cc(OC)c(OC)cc1-n1cnc2cc(OC)c(OC)cc2c1=O
  A: -2	B: 1	C: 0	D: 14	E: -17	F: 4	G: 1.5	H: -3	I: -2
SMILES: COc1ccc(OC)c(C2Nc3nc4ccccc4n3C(C)=C2C(=O)Nc2ccc(C)cc2C)c1 (stereo unspecified)
  A: 18	B: 1.1	C: 1	D: 2	E: -9	F: 0	G: 1.9	H: -10	I: -1
SMILES: Cc1cc(C(=O)Cn2cncn2)c(C)n1CCc1ccc(F)cc1
  A: 1	B: 1.2	C: 0	D: 14	E: -12	F: -1	G: 1	H: -3	I: -1
SMILES: CC1=CCC2C(=O)N(c3ccc4ccccc4n3)C(=O)C2C1 (stereo unspecified)
  A: 15	B: 1.3	C: 0	D: 0	E: -10	F: 1	G: 1.1	H: -2	I: -2
SMILES: COCCCNC(=O)c1ccccc1Oc1ccccc1
  A: 0	B: 1.1	C: 1	D: 6	E: -12	F: 0	G: 1.1	H: -4	I: 0
SMILES: CCOc1ccccc1N1CCN(CC(=O)Nc2nnc(CC)s2)CC1
  A: -6	B: 1.2	C: -3	D: -2	E: -1	F: -1	G: nt	H: -1	I: -7
SMILES: COC(=O)c1cc(NC(=O)Cc2ccccc2[N+](=O)[O-])cc(C(=O)OC)c1
  A: -21	B: nt	C: 4	D: 12	E: -10	F: 3	G: 1	H: -6	I: 2
SMILES: Cc1ccc(NC(=O)NCCCc2ccccc2)cc1
  A: 9	B: nt	C: 0	D: 3	E: -1	F: 5	G: 1	H: -7	I: -3

Next section, overlapping the part above by three compounds.
Short keys: A = PLK1 PBD inh; B = MT1-MMP txn act; C = FAK inh; D = S1P2 antag; E = PLK1 inh; F = HIV Rev-RRE inh; G = PLAP activator; H = S1P2 ag; I = EphB4 ephrin blk
SMILES: CCOc1ccccc1N1CCN(CC(=O)Nc2nnc(CC)s2)CC1
  A: -6	B: 1.2	C: -3	D: -2	E: -1	F: -1	G: nt	H: -1	I: -7
SMILES: COC(=O)c1cc(NC(=O)Cc2ccccc2[N+](=O)[O-])cc(C(=O)OC)c1
  A: -21	B: nt	C: 4	D: 12	E: -10	F: 3	G: 1	H: -6	I: 2
SMILES: Cc1ccc(NC(=O)NCCCc2ccccc2)cc1
  A: 9	B: nt	C: 0	D: 3	E: -1	F: 5	G: 1	H: -7	I: -3
SMILES: CCOc1ccccc1C(=O)NC1CC2CCCC(C1)N2Cc1nnnn1Cc1ccco1 (stereo unspecified)
  A: 8	B: 1.1	C: -1	D: -1	E: -12	F: 1	G: 1.6	H: -4	I: 1
SMILES: COc1cccc(CNC(=O)Cn2cccc2)c1
  A: -4	B: 1.2	C: -4	D: 5	E: -7	F: 3	G: 1.3	H: -2	I: 1
SMILES: COC(=O)C1CSc2[nH]c(=O)sc2C1c1ccc(OC)c(OC)c1 (stereo unspecified)
  A: 8	B: 1.2	C: -3	D: 9	E: -6	F: 9	G: 1.1	H: 0	I: 2
SMILES: Cc1nc2c3ccccc3nc(SCC(=O)N3CC(C)CC(C)C3)n2n1 (stereo unspecified)
  A: 16	B: 1.1	C: 1	D: -57	E: -11	F: -3	G: 1.4	H: 7	I: -9
SMILES: COc1ccc(CN(C)C(=O)COC(=O)c2ccc3c(c2)OCO3)cc1OC
  A: -21	B: 1.1	C: -1	D: -45	E: -8	F: -1	G: 0.9	H: -5	I: 0
SMILES: O=C(NCc1ccc2c(c1)OCO2)C1CC(c2ccc(Cl)c(Cl)c2)=NO1 (stereo unspecified)
  A: -5	B: 1.1	C: 0	D: 5	E: -1	F: 3	G: 1.1	H: -3	I: 0
SMILES: Cc1cc(C)c2nc(N3CCCC(C(=O)N4CCN(c5ncccn5)CC4)C3)sc2c1 (stereo unspecified)
  A: 16	B: 1.3	C: 0	D: -4	E: -4	F: -5	G: 1.5	H: -2	I: -3
SMILES: CC(=O)Nc1nc(C)nc(C)c1C(C)=O
  A: 14	B: 1	C: 1	D: 0	E: 7	F: 4	G: 0.9	H: -2	I: 7
SMILES: NC(=O)C1CCN(C(=O)N2c3ccccc3Sc3ccccc32)CC1
  A: -29	B: 1.1	C: -2	D: 19	E: -1	F: 5	G: 1.5	H: -7	I: -2
SMILES: O=C(N/N=C/c1ccccc1Cl)c1cccc(F)c1
  A: 8	B: nt	C: 2	D: 24	E: -3	F: 8	G: 1	H: -5	I: 4
SMILES: CCCOc1ccc(N2CC(C(=O)Nc3ncccc3C)CC2=O)cc1 (stereo unspecified)
  A: -7	B: 1.2	C: -1	D: 15	E: -5	F: 2	G: 1.4	H: -3	I: -6
SMILES: COc1ccc(C(=O)Nc2ccc(S(=O)(=O)N3CCCCC3)cc2)cc1
  A: 2	B: 1	C: 3	D: -18	E: -3	F: 8	G: 0.9	H: -2	I: -3
SMILES: CCCCc1nc2n[nH]c(N)c2c2c1CCC2
  A: 7	B: 1.1	C: 20*	D: -14	E: 35	F: 2	G: 1	H: -2	I: 6
SMILES: O=c1c([N+](=O)[O-])c(NC2CCCCC2)c2ccccc2n1-c1ccccc1
  A: -10	B: 1.1	C: 4	D: -11	E: -16	F: 7	G: nt	H: -2	I: 7
SMILES: NC1=NC(c2ccc(Br)cc2)n2c(nc3ccccc32)N1 (stereo unspecified)
  A: 15	B: 1	C: -1	D: 17	E: 34	F: 6	G: 2.2*	H: -1	I: 4
SMILES: COc1ccccc1NC(=O)c1ccc(S(=O)(=O)N2CCOCC2)cc1
  A: -14	B: 1.1	C: 1	D: 16	E: -5	F: 1	G: 1.5	H: -1	I: -4
SMILES: O=C(c1cccc(S(=O)(=O)NCCOc2ccccc2)c1)N1CCN(c2ncccn2)CC1
  A: -7	B: 1.1	C: -2	D: -10	E: -8	F: 8	G: 1.2	H: -5	I: 8
SMILES: CC(=O)Oc1ccccc1C(=O)Oc1ccc(/C=N/n2cnnc2)cc1
  A: 7	B: 1.1	C: -6	D: 6	E: -14	F: 6	G: 0.9	H: -10	I: 0
SMILES: COc1ccc(CCC(=O)Nc2nc3c(s2)CN(C)CC3)cc1OC
  A: 12	B: 1.1	C: -4	D: -7	E: 5	F: 2	G: 1.1	H: -9	I: -4
SMILES: COCC(C)NCc1ccccc1C (stereo unspecified)
  A: 2	B: 1.1	C: -1	D: 16	E: -10	F: 5	G: 0.8	H: -8	I: 2
SMILES: Cc1cc(O)c(/C=N/Nc2cccc(Cl)c2)c(=O)o1
  A: -2	B: nt	C: 4	D: 22	E: -15	F: 6	G: 1.1	H: -9	I: 1
SMILES: COc1ccc(-c2noc(C3CCCN(C(=O)c4ccccc4OC)C3)n2)cc1OC (stereo unspecified)
  A: 0	B: 1.4	C: 3	D: -7	E: -5	F: 9	G: 1.6	H: -4	I: 0
SMILES: COc1ccc(OC)c(CCNC(=O)CS(=O)(=O)Cc2nc(-c3ccccc3C)oc2C)c1
  A: 3	B: 1	C: 13	D: 10	E: 4	F: 8	G: 1.2	H: -1	I: 6
SMILES: C=CCNC(=O)c1onc(CSc2cccc3ccccc23)c1C(=O)O
  A: 1	B: nt	C: -6	D: -6	E: -8	F: -6	G: 1.2	H: -9	I: -5
SMILES: O=C1Nc2ccc(S(=O)(=O)NCc3ccccn3)c3cccc1c23
  A: -15	B: 1.1	C: -2	D: -11	E: -45	F: 13	G: 1.1	H: -4	I: 3
SMILES: O=C(NCCCN1CCOCC1)c1cn(-c2ccccc2)nc1-c1cccs1
  A: -10	B: nt	C: 1	D: -4	E: -10	F: 6	G: 1.5	H: -1	I: 7
SMILES: CCSC(=Nc1ccccc1)C1=C(O)COC1=O
  A: 3	B: 1.1	C: 5	D: 12	E: -15	F: 2	G: 0.9	H: -8	I: 4
SMILES: CCOC(=O)c1ccc(CSc2nncn2N)o1
  A: -12	B: nt	C: -1	D: 0	E: 1	F: 8	G: 0.9	H: -1	I: 1
SMILES: O=C(Cn1c(SCC(=O)N2CCc3ccccc3C2)nc2ccccc21)NC1CCCC1
  A: -9	B: 1.8	C: 0	D: -7	E: -5	F: 6	G: 1.2	H: -5	I: 1
SMILES: CN1C2=NCCN2C(=O)c2ccccc21
  A: 0	B: 1	C: 1	D: -14	E: -10	F: 1	G: 0.8	H: 0	I: 1

Source: PubChem (several laboratories)
